# STAT3 inh: IL-6 driven STAT3 reporter inhibitors, primary screen, U3A cells, luciferase, luminescence, MLSCN library; 190,000 tested, 0.89% active; inhibition, % at 5.5 µM; IL-6 STAT3-luciferase reporter; host cell line lacks STAT1; AID 862, 2007;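 active = inhibition above the mean inhibition across all screened compounds plus 3 SD, cut at about 44% in these data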;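 note: 0% = DMSO only wells and 100% = 100 µM nifuroxazide control wells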
# FLuc stim CS: FLuc activators, initial screening, artefact control for FLuc-dependent activation tests, biochemical, ATPlite luminescence | ATPlite luciferase biochemical, 10 min; 0 = ATP-free wells, 1 = DMSO control | 200,000 tested, under 10 active | AID 1027, 2008 | Luciferin 4-monooxygenase (Photinus pyralis), P08659 | activation factor at 10 µM;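 active = luciferase activation factor, scaled between plate controls, of at least 2 with compound at 10 µM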
# Target sequence (P08659 whole entry, looked up): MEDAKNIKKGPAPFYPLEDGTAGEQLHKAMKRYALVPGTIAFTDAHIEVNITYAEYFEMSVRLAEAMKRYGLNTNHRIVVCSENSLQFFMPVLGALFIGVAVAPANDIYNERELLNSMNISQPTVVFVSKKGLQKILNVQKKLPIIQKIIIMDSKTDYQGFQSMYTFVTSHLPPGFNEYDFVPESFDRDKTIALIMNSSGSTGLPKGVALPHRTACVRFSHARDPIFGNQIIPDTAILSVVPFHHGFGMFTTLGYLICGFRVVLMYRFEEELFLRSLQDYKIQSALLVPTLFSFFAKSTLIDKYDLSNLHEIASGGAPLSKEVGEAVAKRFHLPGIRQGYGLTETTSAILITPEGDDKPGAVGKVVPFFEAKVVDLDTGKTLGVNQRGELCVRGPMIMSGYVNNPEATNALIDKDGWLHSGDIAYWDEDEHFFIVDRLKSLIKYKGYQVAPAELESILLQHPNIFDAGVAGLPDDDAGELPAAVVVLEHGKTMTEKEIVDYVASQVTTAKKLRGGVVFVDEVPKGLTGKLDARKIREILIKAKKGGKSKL
#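 Assay system – cell-free luciferase reagent · Medium – PBS-based ATP solution · Dosing – test compounds dosed from 2 mM stocks in 100% DMSO · Timing – 10 min, room temperature · Technique – light output (luminescence) · Measure – luminescence gain marking luciferase activators · Controls – No-ATP low control, compound-free enzyme-plus-ATP high control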
# NF-kB neuron act: activators of NF-kB expression in neurons, primary screen, cell-based, HTS | human neuronal cells, NF-kB reporter expression; stronger effect = higher value | AID 1239, 2008 | 190,000 tested, 1.6% active | fold change at 12.5 µM; in the data active = fold change above about 3.3
# APP 5'UTR act: activators of APP 5'UTR luciferase reporter, primary screen, SH-SY5Y cells | activation, % at 2 µM | 190,000 tested, 1% active | SH-SY5Y APP 5'UTR luciferase reporter, luminescence; zero percent = DMSO vehicle wells;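 active = activation above a set limit, based on mean plus 3 SD of controls, cut at about 140% in these data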; note: values of inactives mirror those of a sister screen read the other way
# APP transl inh: inhibitors of APP translation via 5'UTR reporter, primary screen, APP 5'UTR luciferase, SH-SY5Y cells; SH-SY5Y APP 5'UTR-luciferase reporter, luminescence; inhibition, % at 2 µM; 190,000 tested, 0.82% active;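 active = inhibition above a set limit, derived from the sample mean plus 3 SD, cut at about 45% in these data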; note: values of inactives mirror those of a sister screen read the other way
# STAT1 activator: STAT1 signaling activators, primary screen, cell-based, HTS, luciferase reporter | NIH 3T3 STAT1-luciferase reporter, IFN-gamma, luminescence; 100% = IFN-gamma alone, no compound | activation (% of control), % at 5.5 µM | 200,000 tested, 2.6% active | AID 932, 2007;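 active = activation above the screen-wide mean activation plus 3 SD, cut at about 130% in these data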;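 note: raw ratio to IFN-gamma control signal so 100% means no change and 0% no light; values of inactives mirror those of a sister screen read the other way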
# ROMK primary: ROMK potassium channel modulators, primary screen, cell-based, thallium flux, MLSMR library | 130,000 tested, 2% active | ATP-sensitive inward rectifier potassium channel 1 (Homo sapiens), P48048 | Tet-inducible ROMK, thallium flux fluorescence; actives lie on both sides | B-score at 10 µM;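 active = signal ratio slope over the read window, or its plate-corrected B-score, at least 3 SD from the plate mean, either direction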;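 note: B-score of the F/F0 ratio slope over 7 to 12 s after thallium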
# Target sequence (P48048 whole entry, looked up): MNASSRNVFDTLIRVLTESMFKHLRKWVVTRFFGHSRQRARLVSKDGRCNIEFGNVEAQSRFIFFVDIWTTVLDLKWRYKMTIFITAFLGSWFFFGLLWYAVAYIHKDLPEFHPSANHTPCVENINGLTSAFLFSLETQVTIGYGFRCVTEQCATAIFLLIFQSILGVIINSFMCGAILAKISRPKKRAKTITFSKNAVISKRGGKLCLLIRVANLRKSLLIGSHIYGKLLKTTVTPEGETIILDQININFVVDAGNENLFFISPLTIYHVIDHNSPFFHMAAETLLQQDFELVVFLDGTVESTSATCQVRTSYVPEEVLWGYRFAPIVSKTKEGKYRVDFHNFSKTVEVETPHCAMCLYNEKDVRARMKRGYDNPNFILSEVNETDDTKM
# FLuc inhib CS: firefly luciferase enzyme inhibitors, primary screen, artefact control for luciferase-based inhibitor screens, biochemical, luminescence, ATPLite. 10 min. 200,000 tested, 1.5% active. inhibition, % at 10 µM;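 active = inhibition above about 50% when tested at 10 µM, limit read from the data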
# STAT3 activator: IL-6 driven STAT3 reporter potentiators, primary screen, U3A cells, luciferase, luminescence, MLSCN library; IL-6 STAT3-luciferase reporter; 100% = signal with IL-6 EC80 alone; AID 871, 2007; activation (% of control), % at 5.6 µM; 190,000 tested, 0.91% active;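 active = activation above the screen-wide mean of compound activation plus 3 SD, cut at about 130% in these data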;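 note: 0% = background luminescence of wells with medium and substrate only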
#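 Detection: reporter luminescence signal / Assay system: STAT1-lacking human U3A cells, STAT3 luciferase reporter / Incubation: compound pre-incubation 1 h before IL-6, then 6 h stimulation at 37 °C / Control set: IL-6-only high control / Read-out: % activation relative to IL-6 control / Probe or stimulus: Interleukin-6, 33 ng/mL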
# STAT1 blocker: STAT1 signaling inhibitors, primary screen, cell-based, HTS, luciferase reporter | NIH 3T3 STAT1-luciferase reporter, IFN-gamma, luminescence | inhibition, % at 5.5 µM | 200,000 tested, 0.35% active;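 active = inhibition above a set limit, the mean inhibition across all tested compounds plus 3 SD, cut at about 34% in these data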;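 note: 0% = IFN-gamma with DMSO and 100% = IFN-gamma with 300 µM nifuroxazide; values of inactives mirror those of a sister screen read the other way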
# Numbers without * were called inactive; . = not tested or not shown; & = joins results of further samples. Outcome played no part in choosing rows. About 7.1% of those tested had a hit in this group.
SMILES,STAT3 inh,FLuc stim CS,NF-kB neuron act,APP 5'UTR act,APP transl inh,STAT1 activator,ROMK primary,FLuc inhib CS,STAT3 activator,STAT1 blocker
Cc1cccc(N(C(=O)CCC(=O)Nc2ccccn2)C(C(=O)NC(C)C)c2ccc(O)cc2)c1 (configuration not stated),11,1,1.1,10,-10,103,.,-4,96,-3
O=C(O)CCn1c(=O)[nH]c2ccccc2c1=O,12,1,1.3,45,-45,108,.,-1,97,-9
CC(C)CCNC(=O)c1cc(-c2ccco2)nc2ccccc12,-1,1,0.56,-3,3,101,-0.022,-2,101,-2
CCNc1nc(CC)nc2c1oc1ccccc12,4,1,0.89,7,-7,100,.,-4,102,0
CN(C)Cc1c(C#N)c2ccccc2n1C,12,1,0.94,-5,5,103,-1.7,-3,95,-3
CCCOC(=O)c1ccc(Cl)c(NC(=O)c2cccnc2)c1,1,1.1,0.97,13,-13,97,0.17,-6,104,2
CCOc1cc(CNc2ccc(N3CCCC3)cc2)cc(Cl)c1OC,-15,1.1,0.76,4,-4,102,1.1,-6,116,-2
CCc1cc2c(=O)n(CC(=O)NCCc3ccc(OC)c(OC)c3)cnc2s1,-7,1,1,-2,2,108,-0.075,-3,108,-10
O=c1oc2cc(O)ccc2c2oc3cc(O)ccc3c12,1,0.9,1.2,26,-26,101,.,8,101,-1
CCOC(=O)C1CCN(C(=O)C(CC)c2ccccc2)CC1 (configuration not stated),2,1,1.2,12,-12,99,-0.5,-4,105,0
CN1C(=O)C(CC(=O)NC2CCCCC2)SC1=Nc1ccccc1 (configuration not stated),-19,1,0.96,-19,19,105,-0.17,-3,116,-6
CSc1nnc(CNS(=O)(=O)c2ccc(Cl)cc2)n1C,9,1.1,1,7,-7,102,-0.094,-6,98,-3
CN(C)C(C)(C)C#CCC(c1ccccc1)c1ccccc1,-8,1,1.4,-5,5,104,-1.7,0,107,-4
CC1CCN(CC(O)COc2ccc(F)cc2)CC1 (configuration not stated),7,1,0.99,.,.,104,.,-2,102,-5
Cc1ccc(NC(=O)CSc2nnc(CNC(=O)c3ccco3)o2)cc1,3,1,1,9,-9,95,0.69,-4,101,2
Cc1ccc(OCC(=O)Nc2ccc(S(=O)(=O)N3CCOCC3)cc2)c([N+](=O)[O-])n1,-3,1.1,0.91,24,-24,95,0.036,-9,107,7
CCC1CCc2c(sc(NC(=O)C3c4ccccc4Oc4ccccc43)c2C(N)=O)C1 (configuration not stated),-11,1.1,0.97,40,-40,100,.,-5,109,0
Cc1c(C(=O)N2CCCc3ccccc32)oc2ccc(S(=O)(=O)N3CCOCC3)cc12,1,1.1,0.46,15,-15,89,-2.3,-8,101,12
CN(CCOc1ccc(-c2ccn(S(=O)(=O)c3ccc(Cl)cc3)n2)cc1)c1ccccn1,25,1,0.8,9,-9,99,.,-2,82,1
COC(=O)Cc1c(C)c2ccc(OCC(C)=O)c(C)c2oc1=O,-12,1,1.8,32,-32,130*,.,3,112,-26
COc1ccc(NC(=O)CSc2nnc(NC(C)=O)s2)c([N+](=O)[O-])c1,4,1,1.3,21,-21,96,-0.32,0,102,3
CCN(CC)C(=O)c1sc(NC(=O)c2ccoc2C)c(C(=O)OC)c1C,8,1,1.1,-1,1,108,.,-2,97,-11
COc1cc(NC(=O)C(=O)NCCN2CCNCC2)c(OC)cc1Cl,0,1.1,1.3,-1,1,100,-0.83,-8,111,-1
CCCCC(=O)Nc1ccccc1N1CCN(c2ccccc2)CC1,10,1.1,1.9,-4,4,93,.,-9,93,6
Cn1c(=O)cc(OCC(=O)N2CCCc3ccccc32)c2ccccc21,13,1.1,0.81,14,-14,94,.,-5,95,8

# Looked up one by one from the list above (3):
SMILES,STAT3 inh,FLuc stim CS,NF-kB neuron act,APP 5'UTR act,APP transl inh,STAT1 activator,ROMK primary,FLuc inhib CS,STAT3 activator,STAT1 blocker
Cn1c(=O)cc(OCC(=O)N2CCCc3ccccc32)c2ccccc21,13,1.1,0.81,14,-14,94,.,-5,95,8
CCCOC(=O)c1ccc(Cl)c(NC(=O)c2cccnc2)c1,1,1.1,0.97,13,-13,97,0.17,-6,104,2
CCOc1cc(CNc2ccc(N3CCCC3)cc2)cc(Cl)c1OC,-15,1.1,0.76,4,-4,102,1.1,-6,116,-2

# The list continues.
SMILES,STAT3 inh,FLuc stim CS,NF-kB neuron act,APP 5'UTR act,APP transl inh,STAT1 activator,ROMK primary,FLuc inhib CS,STAT3 activator,STAT1 blocker
O=C(Nc1ccncc1)c1cccc(F)c1,8,1.1,1,5,-5,100,.,-8,97,0
Cc1nc2ccc(NC(=O)c3ccc(Cl)c(NC(=O)c4cccs4)c3)cc2s1,-35,0.9,0.8,7,-7,100,.,5,131,0
COc1cccc(NC(=O)Cn2cnc3sc(C)c(S(=O)(=O)N4CCN(C)CC4)c3c2=O)c1,-2,1.1,1.1,4,-4,99,-0.19,-8,106,1
O=C(CN1C(=O)NC2(CCCCCC2)C1=O)NC1CCCCCCC1,1,1.1,0.98,-5,5,113,-0.81,-5,100,-17
C#CCSc1nnc(-c2ccc(C)cc2)o1,20,0.4,3.7*,93,-93,129*,1.7,56*,84,-31
CN1CCN(Cc2c(C#N)c3ccccc3n2C)CC1,4,1,1.1,-13,13,108,-0.094,-4,100,-11
CCOC(=O)C1=C(O)/C(=C/c2ccc(OCC(=O)O)c(OCC)c2)SC1=Nc1ccc(C)cc1,8,1.1,1.4,7,-7,86,0.55,-12,94,14
CC(C)NC(=O)c1ccc(-c2cc(C(F)(F)F)ccc2Cl)o1,5,1.1,1,-6,6,104,0.37,-7,96,-5
CC(=O)Nc1ccc(S(=O)(=O)Nc2cccc(-c3nc4ccccc4o3)c2)cc1,27,1,0.95,2,-2,100,-0.99,-3,82,0
O=C(c1cccc(C(F)(F)F)c1)C1CCCN(Cc2cccc(OCCO)c2)C1 (configuration not stated),12,1,0.87,14,-14,91,0.95,-2,95,7
CCCCCC(=O)NNC(=O)c1c(O)c2ccccc2n(CC)c1=O,8,1,0.72,6,-6,105,1.5,-4,96,-7
CC(C)NC(=O)c1cc(=O)n(C)c(=O)n1C,7,1,1.4,-5,5,90,0.15,-1,96,5
O=c1oc(-c2cccs2)nc2ccc(Cl)cc12,-1,1,1.2,-6,6,101,0.4,4,103,-3
Cc1ccccc1C(C(=O)NC1CCCC1)N(C(=O)CNC(=O)c1ccco1)c1cccnc1 (configuration not stated),8,1,1.1,8,-8,116,0.38,-3,98,-19
CCc1ccc(/C=C2\SC(=S)N(CCC(=O)Nc3cc(C)on3)C2=O)cc1,30,1,0.73,-3,3,96,-0.74,4,82,3
FC(F)(F)c1cccc(-c2noc(CN3CCOCC3)n2)c1,21,1,1.1,-1,1,102,.,-3,86,-2
CCOC(=O)N1CCN(CC(=O)Nc2cccc(Br)c2)CC1,11,1,1.2,11,-11,106,0.52,-4,97,-7
CN1CCN(c2ccc([N+](=O)[O-])cc2C(=O)c2ccccc2)CC1,-8,1.1,1.2,-12,12,97,0.18,-8,105,4
Cc1ccc2cc(C)c(SCC#N)nc2c1,26,1,1.2,12,-12,104,-0.086,-4,80,-4
O=S(=O)(c1ccccc1)c1cnc(-c2ccccc2)nc1N1CCCC1,22,1.1,1.6,-13,13,146*,0.6,-6,90,-51
CCc1cc(C(=O)NNC(=S)Nc2cc(C)ccc2C)cs1,12,1,1.2,25,-25,98,.,0,93,2
Cc1ccc(Cl)cc1NC(=O)CC(O)(C(F)(F)F)C(F)(F)F,9,1,0.35,-9,9,91,-2.8,-4,95,24
C/C(=N\NC(=O)c1ccc(=O)[nH]n1)c1cccnc1,19,1,1.2,8,-8,92,.,1,85,8
c1ccc(OCCOc2cccc3cccnc23)cc1,11,0.9,1.7,36,-36,111,-0.02,9,93,-12
CCCc1ccc(O)c(N=Cc2cc(Br)cc(OCC)c2O)c1,15,1,1.4,29,-29,86,-2.2,-2,94,15
# The results go on:
SMILES,STAT3 inh,FLuc stim CS,NF-kB neuron act,APP 5'UTR act,APP transl inh,STAT1 activator,ROMK primary,FLuc inhib CS,STAT3 activator,STAT1 blocker
CCNCC(O)COCC(O)CNCC (configuration not stated),2,1,1.1,12,-12,100,.,-4,104,0
Cc1ccc(S(=O)(=O)NCCOc2nc(N(C)C)nc(N3CCOCC3)n2)cc1,-2,1,1,-10,10,98,.,-3,105,2
C=CCNc1ncnc2c1ncn2C1OC(CO)C(O)C1O (configuration not stated),22,1,0.61,-10,10,85,.,-3,85,17
CCn1c(SCC(=O)Nc2ccc3c(c2)OCO3)nnc1-c1cnccn1,1,1,0.94,-12,12,102,.,-4,103,-3
Cc1cc(C)cc(-n2c(SCC(=O)NCc3ccc4c(c3)OCO4)nc3ccccc3c2=O)c1,7,1,0.99,12,-12,105,.,-2,96,-5
Cc1ccc(-c2nc(CS(=O)(=O)CC(=O)NC3CCCCC3C)c(C)o2)cc1 (configuration not stated),5,1.1,0.95,.,.,103,.,-8,103,-3
CN1[C@@H](CC(=O)c2ccccc2)CCC[C@H]1C[C@H](O)c1ccccc1,7,1&1,1.2,-1,1,105,.,-5&-2,96,-5
O=C(Nc1ccccc1)c1cccc(S(=O)(=O)Oc2ccc([N+](=O)[O-])cc2)c1,-1,1,0.94,4,-4,94,-0.12,-4,101,7

# Compounds from the list above with a Cl atom, in the order listed:
SMILES,STAT3 inh,FLuc stim CS,NF-kB neuron act,APP 5'UTR act,APP transl inh,STAT1 activator,ROMK primary,FLuc inhib CS,STAT3 activator,STAT1 blocker
CCCOC(=O)c1ccc(Cl)c(NC(=O)c2cccnc2)c1,1,1.1,0.97,13,-13,97,0.17,-6,104,2
CCOc1cc(CNc2ccc(N3CCCC3)cc2)cc(Cl)c1OC,-15,1.1,0.76,4,-4,102,1.1,-6,116,-2
CSc1nnc(CNS(=O)(=O)c2ccc(Cl)cc2)n1C,9,1.1,1,7,-7,102,-0.094,-6,98,-3
CN(CCOc1ccc(-c2ccn(S(=O)(=O)c3ccc(Cl)cc3)n2)cc1)c1ccccn1,25,1,0.8,9,-9,99,.,-2,82,1
COc1cc(NC(=O)C(=O)NCCN2CCNCC2)c(OC)cc1Cl,0,1.1,1.3,-1,1,100,-0.83,-8,111,-1
Cc1nc2ccc(NC(=O)c3ccc(Cl)c(NC(=O)c4cccs4)c3)cc2s1,-35,0.9,0.8,7,-7,100,.,5,131,0
CC(C)NC(=O)c1ccc(-c2cc(C(F)(F)F)ccc2Cl)o1,5,1.1,1,-6,6,104,0.37,-7,96,-5
O=c1oc(-c2cccs2)nc2ccc(Cl)cc12,-1,1,1.2,-6,6,101,0.4,4,103,-3
Cc1ccc(Cl)cc1NC(=O)CC(O)(C(F)(F)F)C(F)(F)F,9,1,0.35,-9,9,91,-2.8,-4,95,24

# Assay outcomes from PubChem.
